CCT modulator = changes cytosolic chaperonin activity | purified chaperonin ATPase assay, HTRF ADP detection, 30 min | activity change, % (concentration not given with the values), hits read low | 360,000 compounds, 0.3% hits | AID 651819; in the data active means activity change below about -30%; further: on the % scale 0 is the no-effect control and ±100 the full control effect
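TRiC at 40 or 20 nM final (batch-dependent) in 30 mM Tris pH 7.4, 100 mM KCl, 5 mM MgCl2, 1 mM DTT, with compound at single 76 uM and 10 uM ATP, 30 min at 37 deg C. ADP detected by HTRF Transcreener, 665/615 ratio.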
Nrf2 inh = inhibitors of Nrf2 signaling. A549 ARE-Fluc reporter, luciferase luminescence, 18-24 h. Potency, µM (series often up to 46 µM), inactives show top-dose activity change, negative = inhibition, hits mostly inhibitors. 360,000 compounds, 2.1% hits. AID 504444; further: potency means the concentration at half of the fitted maximal effect; on the % scale 0 is the no-effect control and ±100 the full control effect; nearly all actives have a fitted effect of over 60% in size
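In this cell-based qHTS, ARE-driven firefly luciferase in A549 cells reports Nrf2 activity; the luminescent signal after BugLite lysis is the measured value, with a prior CellTiter-Fluor read for cell health.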
Mm-Cpn inhibitor = M. maripaludis TRiC chaperonin inhibition. purified Mm-Cpn ATPase, ADP Transcreener TR-FRET. Potency, µM (highest dose often 76.9 µM), for the others: top-dose activity, negative = inhibition, usual class: inhibitors. 330,000 compounds, 0.031% hits. AID 504842; further: potency means the concentration at half of the fitted maximal effect; on the % scale 0 is the no-effect control and ±100 the full control effect; nearly all actives have a fitted effect of over 80% in size
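ATPase turnover read by TR-FRET ADP competition (Eu cryptate antibody/ADP-d2, 665/590 nm): 10uM ATP final, 25nM Mm-CPN final, 30 min 37degC after 10-min compound preincubation, pH 7.4 Tris/KCl/MgCl2/DTT buffer.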
HepG2 tox = counter-screen for TGF-b inhibitors: cytotoxicity in HepG2 cells | HepG2 CAGA-GFP viability, ATP luminescence, 18 h | Potency, µM (top dose mostly 46.1 µM), inactives show top-dose activity change, negative = cytotoxicity, usual class: cytotoxic | 410,000 compounds, 0.76% hits | AID 588856; further: potency means the concentration at half of the fitted maximal effect; some results filed as inactive show a strong effect at the top dose
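CellTiter-Glo luminescence gave cytotoxicity after 18 hours at 37 degrees C. The cells were HepG2 CAGA-GFP in 1% FBS DMEM, stimulated with 500 pg/mL TGF-beta after compound addition. %Activity was normalised to no-cell wells (complete cell-killing) and DMSO (no toxicity), and curves were fitted and classified.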
Nrf2 ARE act = Nrf2 pathway activation. AREc32 ARE-luciferase reporter (MCF7-derived line), luminescence, 24 h. Potency, µM (titrated, usually from 46.1 µM), for the others: top-dose activation, hits mostly activators. 410,000 compounds, 0.31% hits. AID 624171; further: potency means the concentration at half of the fitted maximal effect; % of control where 0% means no effect; nearly all actives have a fitted effect of over 65% in size
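ARE-driven firefly luciferase activity in AREc32 cells measured after a 24 hr compound exposure at 37 deg C, using Steady-Glo reagent and a 30 min room-temperature hold.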
Abeta yeast res = restores growth of yeast expressing A-beta42 peptide. yeast expressing A-beta42, growth rescue, OD600, 48 h; response scale: 0% DMSO, 100% iron-clioquinol control. 410,000 compounds, 0.063% hits. Potency, µM (highest dose often 46.1 µM), inactives show at the top dose growth rescue, usual class: activators; further: potency means the concentration at half of the fitted maximal effect; nearly all actives have a fitted effect of over 55% in size
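Growth rescue measured by 600 nm absorbance after 48 h yeast culture at 30 C with compound. Values normalized between DMSO and an equimolar ferric chloride plus clioquinol control.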
TGFb inhibitor = blocks TGF-b signaling; HepG2 CAGA-GFP TGF-b/SMAD3 reporter, GFP fluorescence, 18 h; TGF-beta stimulated, 500 pg/mL final; Potency, µM (top dose mostly 46.1 µM), for the others: top-dose activity, negative = inhibition, most hits filed as inhibitors; 410,000 compounds, 1.2% hits; further: potency means the concentration at half of the fitted maximal effect; on the % scale 0 is the no-effect control and ±100 the full control effect; nearly all actives have a fitted effect of over 65% in size
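Smad-responsive CAGA-GFP expression was quantified in HEPG2 cells exposed to compounds and 500 pg/mL final TGF-beta for 18 h at 37 degrees C; unstimulated wells defined full inhibition.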
Akt phos inh = Akt phosphorylation inhibition; Neuro2A IGF-stimulated pAkt S473 HTRF, 20 min; hits give low values; activity change, % for hits at 50 µM; 360,000 compounds, 0.32% hits; AID 651550; in the data active means activity change below about -80%; inconclusive means mostly about -51% to -80%; further: on the % scale 0 is the no-effect control and ±100 the full control effect
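Neuro2A cells in DMEM with 0.5% FBS, overnight at 37 deg C, given compound at single 50 µM final, then IGF (6 nM final) for 20 min at 37 deg C. Lysed; phospho-Akt Ser473 by HTRF after 24 h, 665/615 ratio.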
A549 viability = counter-screen for Nrf2 inhibitors: cytotoxicity in A549 cells; A549 ARE-Fluc cells, CellTiter-Fluor viability, 18-24 h; Potency, µM (titrated, usually from 46 µM), inactives show top-dose activity change, negative = cytotoxicity, hits mostly inhibitors; 390,000 compounds, 0.16% hits; AID 504648; further: potency means the concentration at half of the fitted maximal effect; on the % scale 0 is the no-effect control and ±100 the full control effect
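A549 ARE-Fluc cells in 5% FBS OPTI-MEM, 5000 cells/well, rested 2 h then exposed to compounds in concentration-response for 18-24 h at 37 °C. Viability by CellTiter-Fluor fluorescence (Ex 405/Em 525) after 30 min; luciferase luminescence (BugLite, 15 min, RT) read afterwards.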
* marks the source's active call; other numbers are inactive results; i = inactive; ? = inconclusive; · = no result given; & = joins results of further samples; [ ] = another dose, or the depositor's remark. Unless noted, the call rests on the fitted dose curve; in most records, active means well fitted curve in the direction sought with a large enough effect; inconclusive means small, poorly fitted or top-dose-only effect, or another doubt; inactive means no such curve, though single readings can be large; an effect the other way counts as inactive or inconclusive. Hits appear at their usual frequency; 4.3% or so of the library scored in one or more.

SMILES | CCT modulator | Nrf2 inh | Mm-Cpn inhibitor | HepG2 tox | Nrf2 ARE act | Abeta yeast res | TGFb inhibitor | Akt phos inh | A549 viability
COc1ccc(C2=Nn3c(nnc3-c3ccccc3OC)SC2)cc1OC1CCCC1 | · | 16µM* | -1% | 18µM* | 10.0% | 3% | ? | · | ?
O=C(Nc1cccc(C(F)(F)F)c1)C1CCN(S(=O)(=O)c2cccs2)CC1 | · | ? | · | -42% | 3.9% | 0% | ? | · | -7%
COc1ccc(NC(=O)CSc2nc3ccccc3c(=O)n2CCCO)cn1 | 0.8 | -4% | -4% | -10% | -0.9% | -9% | 0% | i | -4%
O=C(CCN1C(=O)C2C3C=CC(C3)C2C1=O)N1CCN(c2ccccc2Cl)CC1 (stereo not given) | -1.0 | -15% | -4% | 13% | 0.1% | -8% | -4% | i | 0%
CCOC(=O)N1CCC(NC(=O)c2ccc3c(c2)N=C(C)c2c(C)ccc(C)c2S3)CC1 | 1.4 | 4% | 0% | -21% | 0.1% | · | ? | i | 1%
Cc1ccc(S(=O)(=O)NNC(=O)c2cc(C)c(C)cc2N)cc1 | -0.2 | -12% | · | -9% | 0.3% | 0% | -14% | i | 1%
O=C(O)c1ccc(Cl)c(N2C(=O)Nc3ccccc3N2O)c1 | -2.6 | ? | -3% | -1% | -0.8% | 15% | -2% | i | -8%
CCOc1ccc2c(=O)c(Oc3ccccc3)c(C)oc2c1 | -0.5 | ? | 1% | -31% | 2.3% | -5% | -29% | i | -7%
Cc1ccc(CNC(=O)CNS(=O)(=O)c2ccc3c(c2)C(C)(C)C(=O)N3C)cc1 | 0.3 | -10% | -4% | -1% | -1.0% | 3% | 17% | i | 1%
CCOc1ccc(C(C(=O)NCCOC)N(CCOC)C(=O)CCC(=O)Nc2ccccn2)cc1 (stereo not given) | -0.3 | -16% | 1% | 16% | -0.6% | -6% | 10% | i | -1%
COc1ccc2oc(C(=O)N(C)CCOc3ccccc3)c(C)c2c1 | -1.3 | ? | 1% | -17% | 1.9% | -8% | 0% | i | -3%
COc1ccc(S(=O)(=O)NCC(c2ccco2)N2CCN(c3ccccc3F)CC2)cc1OC (stereo not given) | · | · | · | -2% | 3.5% | 9% | 0% | · | 0%
Cc1cccc(NS(=O)(=O)c2cc(C(=O)OC(C)C(=O)NCc3ccc4c(c3)OCO4)ccc2C)c1 (stereo not given) | -0.2 | ? | 0% | -41% | 3.1% | -12% | ? | i | -7%
O=C1C(Cl)=C(Nc2ccccc2O)C(=O)N1c1ccccc1 | -1.4 | 18% | 2% | -33% | ? | -16% | 0% | i | -10%
Cc1ccccc1C(=O)NC(C)c1ccc2c(c1)CCCC2 (stereo not given) | -2.1 | -11% | 1% | -5% | -0.6% | 2% | -8% | i | 8%
O=C(N/N=C/c1ccccc1OC(F)F)NC1CCCCC1 | 0.0 | 9% | 1% | -15% | 0.9% | 3% | -30% | i | -5%
Cc1ccc(NC(=O)c2ncn(CC(=O)NCC(C)c3ccccc3)n2)cc1C (stereo not given) | -0.3 | 11% | -1% | 2% | 2.9% | 1% | -27% | i | -4%
Cc1ccc2c(c1)N(C(=O)N1CCC(C(=O)NC3CCCCCC3)CC1)CC(C)O2 (stereo not given) | · | 0% | · | -11% | 1.4% | -3% | -22% | · | 8%
S=c1nc(-c2cc(Cl)cc(Cl)c2)[nH][nH]1 | 0.1 | 1% | -29% | 11% | 0.4% | 9% | -11% | i | 3%
Cc1noc(C)c1C(=O)NC(Cc1c[nH]c2ccccc12)C(=O)O (stereo not given) | -1.5 | 1% | 2% | 8% | -0.4% | 2% | -2% | i | 2%
Cc1ccc(CNC(=O)c2oc3ccc(S(=O)(=O)N4CCCC(C)C4)cc3c2C)cc1 (stereo not given) | · | -9%[9.27 µM] | · | -1% | 0.9% | 3% | -22% | · | 2%
CCn1c2ccccc2c2nc3cc(OC)c(OC)cc3nc21 | -0.2 | 11% | 0% | 1% | 8.9% | -11% | -6% | i | -7%
COc1ccc(C(C#N)C2(C)OCCO2)cc1OC (stereo not given) | 2.0 | 8% | 1% | 4% | 0.1% | 0% | 11% | i | -3%
Cn1c(OCc2ccco2)nc2c1c(=O)n(Cc1ccc(Cl)c(Cl)c1)c(=O)n2C | -1.2 | -19% | 0% | -26% | 3.1% | 5% | 19% | i | 4%
CCOC(=O)c1[nH]c2ccccc2c1N=CN(C)C | -0.3 | -7% | · | -10% | 6.5% | 2% | 6% | i | -1%

No new results follow: entries from further up.
SMILES | CCT modulator | Nrf2 inh | Mm-Cpn inhibitor | HepG2 tox | Nrf2 ARE act | Abeta yeast res | TGFb inhibitor | Akt phos inh | A549 viability
COc1ccc(C2=Nn3c(nnc3-c3ccccc3OC)SC2)cc1OC1CCCC1 | · | 16µM* | -1% | 18µM* | 10.0% | 3% | ? | · | ?
O=C(Nc1cccc(C(F)(F)F)c1)C1CCN(S(=O)(=O)c2cccs2)CC1 | · | ? | · | -42% | 3.9% | 0% | ? | · | -7%

Other entries
Compound	CCT modulator	Nrf2 inh	Mm-Cpn inhibitor	HepG2 tox	Nrf2 ARE act	Abeta yeast res	TGFb inhibitor	Akt phos inh	A549 viability
CCCNc1cc(C)oc(=O)c1C(=O)CC	-5.4	-4%	0%	-10%	1.6%	-7%	-24%	i	-5%
COc1ccccc1-c1cc(C(=O)Nc2cc(C)on2)no1	1.1	21%	-6%	-25%	9.1%	-14%	8%	i	-15%
CCOc1ccc(/C=N/NC(=O)c2nnn(-c3nonc3N)c2CN(C)C2CCCCC2)cc1	0.0	-15%	-5%	13%	0.1%	14%	1%	i	-3%
COC(=O)c1nn2c(C(F)(F)F)cc(-c3ccc(Br)o3)nc2c1Br	2.3	?	1%	0%	-0.5%	-6%	-2%	i	-18%
COc1ccc(C(C#N)N2CCOCC2)cc1 (stereo not given)	0.4	4%	1%	-8%	0.4%	1%	8%	i	-3%
COc1ccc(NC(=O)C2CC(=O)N(CCc3ccc(F)cc3)C2)c(OC)c1 (stereo not given)	2.3	2%	-1%	-3%	-0.7%	10%	-17%	i	5%
O=C(c1c(F)cccc1Cl)N1CCN(c2ccccn2)CC1	1.2	29%	4%	-7%	-0.7%	-11%	-7%	i	1%
O=C(CSc1ccc2nnc(-c3ccccn3)n2n1)Nc1cccc(F)c1	0.7	-9%	-11%	-9%	-0.4%	6%	-6%	i	-1%
Cc1nn(C)c(C(=O)NC2C3CC4CC(C3)CC2C4)c1Cl (stereo not given)	-0.1	7%	?	-3%	0.2%	-6%	3%	i	0%
CNC(=O)COc1coc(CN2CCN(c3ccccc3F)CC2)cc1=O	-3.4	21%	-1%	6%	-1.0%	-7%	0%	i	-4%
O=C(O)/C=C/C(=O)Nc1ccc(SC(F)(F)F)cc1	-1.5	-3%	-1%	-19%	3.4%	-30%	7%	i	-4%
CC(CCc1ccccc1)NS(=O)(=O)c1ccccc1F (stereo not given)	0.0	-15%	-1%	-11%	-0.6%	9%	6%	i	-3%
O=S(=O)(c1ccc2ccccc2c1)N1CCN(S(=O)(=O)c2c(F)cccc2F)CC1	·	?	1%	-6%	-0.5%	-18%	-28%	·	-1%&3%&1%
COc1ccc(NS(=O)(=O)c2cccc(NC(=O)CCC(=O)c3cccs3)c2)cc1	-2.4	-3%	0%	-19%	0.2%	-4%	-21%	i	-11%
CC(C)Oc1cc(NC(=O)CS(=O)CC(=O)N(C)C)c(Cl)cc1Cl (stereo not given)	3.8	-4%	-1%	-6%	-0.7%	-5%	-3%	i	1%
CC(=O)Nc1ccc(Nc2cc(C)nc3c(-c4ccc(Cl)cc4)cnn23)cc1	-5.4	?	2%	-21%	2.9%	-16%	-29%	i	-8%
O=C(CCC(=O)c1cccs1)NCC(=O)Nc1ccc(F)c(F)c1F	-3.5	4%	-1%	-1%	3.8%	-12%	6%	i	1%
CCOC(=O)C1=C(C)N=c2sc(=C(C)C)c(=O)n2C1c1ccc(N(C)C)cc1 (stereo not given)	-0.5	9%	·	3%	-0.1%	-14%	0%	i	-3%
CC1CCN(S(=O)(=O)c2ccc3c(c2)N(CC(=O)NCCN2C(C)CCCC2C)C(=O)CS3)CC1 (stereo not given)	-1.6	5%	-6%	-7%	2.0%	14%	8%	i	-4%
COc1ccc(S(=O)(=O)N2CCC(Cc3ccccc3)CC2)cc1C(N)=O	-1.5	-33%	4%	-10%	-1.1%	5%	-11%	i	1%
Cc1nc2cc(-n3ccc(=O)cc3)ccc2n1-c1ccccc1	-4.1	-23%	1%	-4%	0.0%	8%	16%	i	-1%
CC(C)c1cc(N2CCOCC2)n2ncc(-c3ccccc3)c2n1	0.8	15%	-2%	11%	0.0%	2%	-16%	i	-3%

Some values from the list:
A549 viability with O=S(=O)(c1ccc2ccccc2c1)N1CCN(S(=O)(=O)c2c(F)cccc2F)CC1 = -1%&3%&1%
CCT modulator with CC1CCN(S(=O)(=O)c2ccc3c(c2)N(CC(=O)NCCN2C(C)CCCC2C)C(=O)CS3)CC1 (stereo not given) = -1.6
A549 viability with CC(C)Oc1cc(NC(=O)CS(=O)CC(=O)N(C)C)c(Cl)cc1Cl (stereo not given) = 1%
TGFb inhibitor with CCOC(=O)C1=C(C)N=c2sc(=C(C)C)c(=O)n2C1c1ccc(N(C)C)cc1 (stereo not given) = 0%
